Source: PubChem BioAssay
aSyn yeast rescue: qHTS of alpha-syn Inhibitors: NCGC Sytravon Library Screen; 0.02% of 94,000 active; S. cerevisiae alpha-synuclein toxicity rescue, BacTiter-Glo growth, 24 h; Potency, µM (titrated, usually from 46.1 µM), for inactives: at the top dose growth rescue (activation), most hits filed as activators; AID 1347070, 2019; active means well fitted activation curve with a large enough effect; further: 0% is about no effect
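Growth restoration measured by BacTiter-Glo luminescence after 24 hr at 30 deg C; alpha-synuclein yeast, raffinose-pregrown to mid-log, were added at OD600=0.02 in galactose medium onto pinned compounds.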
An asterisk follows results filed as active. Potency means the concentration at half of the fitted maximal effect. This is a subset; the hit share may differ from the screen's.

SMILES	aSyn yeast rescue
O=C(CNc1ccccc1N1CCCC1=O)Nc1cc(Cl)ccc1-n1cncn1	1%
COc1ccccc1N1CCN(c2ccc(-c3nc(-c4ccccc4)no3)cc2[N+](=O)[O-])CC1	-6%
O=C1NN(c2ccc(Cl)c(Cl)c2)C(=O)/C1=C/c1ccc(-c2ccccc2C(=O)O)o1	3%
COc1ccc(CNC(=O)Cn2c(=O)oc3cc(S(=O)(=O)NCc4ccccc4)ccc32)cc1	5%
CC(C)c1ccc(C2=CC(c3ccc(C(C)C)cc3)n3nnnc3N2)cc1 (stereo unspecified)	5%
COc1cc(C)nc(N2CCC(C(=O)NCC3CCCO3)CC2)n1 (stereo unspecified)	-11%
Cc1ccc(-n2nc(C(=O)Nc3cccc(C#N)c3)c3c4ccccc4n(C)c3c2=O)cc1	-16%
O=C(NCc1ccc(Cl)cc1)C1CCN(c2nn3cc(-c4ccc(F)cc4)nc3s2)CC1	3%
Cc1ccccc1NC(=O)CSc1nnc2ccc(-c3cccnc3)nn12	-6%
O=C(NC1CCCC1)c1ccc(CSc2nc3cccnc3n2Cc2ccccc2)cc1	1%
COc1ccc(S(=O)(=O)c2c(O)c(C)cc(NS(=O)(=O)c3ccc(Cl)cc3)c2C(C)C)cc1	-9%
O=C(N/N=C/c1ccc[nH]1)c1cccc([N+](=O)[O-])c1	0%

Taken from above.
Reading of CC(C)c1ccc(C2=CC(c3ccc(C(C)C)cc3)n3nnnc3N2)cc1 (stereo unspecified) under aSyn yeast rescue: 5%
Reading of COc1ccc(S(=O)(=O)c2c(O)c(C)cc(NS(=O)(=O)c3ccc(Cl)cc3)c2C(C)C)cc1 under aSyn yeast rescue: -9%
Reading of O=C(NCc1ccc(Cl)cc1)C1CCN(c2nn3cc(-c4ccc(F)cc4)nc3s2)CC1 under aSyn yeast rescue: 3%
Reading of O=C1NN(c2ccc(Cl)c(Cl)c2)C(=O)/C1=C/c1ccc(-c2ccccc2C(=O)O)o1 under aSyn yeast rescue: 3%

Later entries:
SMILES	aSyn yeast rescue
COc1ccccc1NC(=O)c1oc2ccccc2c1NC(=O)COc1ccccc1OC	-9%
CC(C)(C)c1ccc(C(=O)Nc2nnc3n2CCS3)cc1	-4%
COc1ccc2c(CNCCc3ccco3)c(C(=O)O)n(Cc3ccc(F)cc3)c2c1	4%
CCN(CC(=O)Nc1ccc(OC)cc1)C(=O)c1ccc(OCc2c(C)noc2C)cc1	4%
CCc1noc(C)c1C(=O)N1CCCC(Nc2cccc(F)c2)C1 (stereo unspecified)	1%
COc1ccccc1NC(=O)Nc1ccc(C(=O)N2CCCCC2)cc1	-20%
CCOc1ccccc1CNn1cnnc1SCC(=O)NC(C)(C)C	6%
CCOc1ccc(N(CC(=O)Nc2cccc(C)c2C)S(=O)(=O)c2c(C)[nH]c(=O)[nH]c2=O)cc1	2%
Cc1ccc(S(=O)(=O)C(CNC(=O)C(=O)NCCc2ccc(Cl)cc2)c2ccco2)cc1 (stereo unspecified)	-6%
COc1ccccc1NC(=O)CSc1cn(CC(=O)N2CCCC2)c2ccccc12	7%
COc1ccc(CCNC(=O)Nc2ccccc2[N+](=O)[O-])cc1	-6%
COc1ccc(C(=O)N2CCN(c3nc(C4CC4)nc4sc(C)c(C)c34)CC2)cc1	-17%

Quoted at random: 2 entries already listed
SMILES	aSyn yeast rescue
COc1ccccc1NC(=O)CSc1cn(CC(=O)N2CCCC2)c2ccccc12	7%
CCc1noc(C)c1C(=O)N1CCCC(Nc2cccc(F)c2)C1 (stereo unspecified)	1%

(further entries)
SMILES	aSyn yeast rescue
CCc1ccc(S(=O)(=O)c2nnn3c2nc(NC2CCCC2)c2sccc23)cc1	2%
O=[N+]([O-])c1ccccc1SNc1ccccc1	-4%
COc1ccc(/C(C)=N/NC(=O)c2cccc(S(=O)(=O)N3CCCC3)c2)c(O)c1	-9%
C[C@@H]1CN([C@H](C)CO)C(=O)c2cc(Br)cnc2O[C@H]1CN(C)C(=O)Nc1ccccc1F	-3%
CC(CCc1ccco1)NC(=O)Cn1ncc2c(=O)oc3ccccc3c21 (stereo unspecified)	-4%
COc1ccc(NC(=S)NC2CC3CCC2C3)c(OC)c1 (stereo unspecified)	-8%
COc1ccc(-n2c(=O)c3c(c4cc(OC)ccc4n3C)n(C)c2=O)cc1	-13%
O=C(Nc1nnc(S(=O)(=O)N2CCc3ccccc32)s1)c1ccccc1Cl	2%
N/N=C(\Cc1cscn1)c1ccc(O)cc1O	-6%
COc1ccc(NC(=O)CCNC(=O)c2ccccc2Cl)cc1S(=O)(=O)N1CCCCC1	4%
COc1ccccc1-c1noc2c1C(=O)N(C(=O)OC(C)(C)C)CC2	-2%
Cc1cc(=O)oc2cc(OCC(=O)NC3(C#N)CCCCC3)c(Cl)cc12	3%
COc1ccc(NC(=O)Cn2c(=O)c3cccn3c3ccccc32)cc1	1%
CCNC(=O)COC(=O)CNC(=O)c1cc(Cl)cc([N+](=O)[O-])c1	-9%
O=C(O)c1ccc(N/N=C/c2ccc(-c3ccccc3Cl)o2)cc1	19%
O=c1cc(-c2ccccc2)oc2cc(O)ccc12	6%
CS(=O)(=O)N1CCC(C(=O)Nc2ccc(Cl)c(Cl)c2)CC1	-17%
Cc1ccc(OCC(=O)Nc2ccc(S(=O)(=O)N(Cc3ccccc3)c3ccccc3)cc2)cc1	-2%
Cc1ccc(N(CC(=O)NCc2ccc(Cl)cc2)S(=O)(=O)N(C)C)cc1	8%
O=C(CSc1nc2c(sc3ccccc32)c(=O)n1CCCC(=O)NC1CCCC1)Nc1ccc(F)cc1	-2%
COc1ccc(-c2nc3ccccc3o2)cc1NC(=O)Cc1ccc(Cl)cc1	1%
COc1ccc(NC(=O)Cn2c(=O)n(CC(=O)NCCc3ccccc3)c(=O)c3ccccc32)cc1	-12%
CCOC(=O)c1c(NC(=O)CCCOc2ccccc2C)sc2c1CCC(C)C2 (stereo unspecified)	2%
O=C(NCCc1c[nH]c2ccccc12)C(=O)NCC(c1cccnc1)N1CCN(c2ccccc2)CC1 (stereo unspecified)	2%
O=S(=O)(c1ccc(Cl)cc1)c1nc(-c2ccco2)oc1SCc1ccccc1F	1%
Cc1nn(Cc2ccc(F)cc2)c(C)c1NC(=O)c1cccnc1Cl	2%
COc1ccc(NC(=O)COC(=O)C2COc3ccccc3O2)cc1OC (stereo unspecified)	-6%
Cc1ccc([C@@H]2CC(=O)[C@@H]3CN(S(=O)(=O)c4ccc(C)cc4)[C@H](c4ccc(Cl)cc4)C[C@@H]3N2S(=O)(=O)c2ccc(Cl)cc2)cc1	1%
CCc1cccc(NC(=O)CSc2ncc3c(n2)-c2cc(Cl)ccc2N(C)S3(=O)=O)c1	-6%
O=C(C1CCCC1)N1CCN(S(=O)(=O)c2ccc(Cl)cc2)CC1	11%
Cc1ccccc1CNC(=O)CN1C(=O)C2CCCCN2c2ccc(C(=O)N3CCCC3)cc21 (stereo unspecified)	3%
O=C1CCCc2cc(S(=O)(=O)N3CCCC(C(=O)NCc4ccccc4)C3)ccc2N1 (stereo unspecified)	3%
O=C(CCc1ccccc1)NCCc1csc(-c2cccc(F)c2)n1	8%
Cc1ccc(C)c(OC(=O)CSc2nnc(-c3ccc4c(c3)OCO4)o2)c1	-3%
Cc1cc(C)cc(NC(=O)c2cc(S(=O)(=O)NCCC3=CCCCC3)ccc2F)c1	1%
O=C(Nc1cccc(C(=O)N2CCN(c3cccc(Cl)c3)CC2)c1)c1nsc2ccccc12	11%
CCOc1ccccc1N(C)C(=O)NCc1noc2ccccc12	-7%
Cc1ccc(NC(=O)CSc2nnc(-c3ccncc3)o2)cc1C	7%
CCC(=O)N(C)C[C@H]1Oc2cc(-c3ccccc3F)ccc2S(=O)(=O)N([C@H](C)CO)C[C@H]1C	-1%
Cc1noc(C)c1-c1nc(CSc2ccccc2)no1	15%
COc1ccc(-c2ccc(/C=N/NC(=O)c3cccnc3)o2)c([N+](=O)[O-])c1	-5%
COCCCNC(=O)c1ccc2c(c1)nc1n2CCCCC1	-5%
O=C(NC(=S)Nc1cccnc1Cl)c1ccco1	-17%
CCCc1cc(C(=O)Nc2cccc(-c3nn[nH]n3)c2)sc1C	4%
Cc1cccn2c(Nc3ccccc3)c(-c3ccc(N4CCOCC4)cc3)nc12	0%
COc1ccc(NC(=O)CN(C)CC(=O)NCC2CCCCC2)cc1	-10%
COc1ccc([C@@H]2[C@@H](C)N(c3ccccc3)c3ccccc3C(=O)N2Cc2ccccc2)cc1	-5%
COCOCCn1cc(CN2CCS(=O)(=O)N(Cc3ccc(-c4ccccc4)cc3)C(CC(C)C)C2=O)nn1 (stereo unspecified)	-7%
Cc1c(Cl)cccc1NC(=O)N1CCN(Cc2cc(=O)n3nc(-c4ccccc4F)sc3n2)CC1	5%
COCCNc1nc(NCc2ccccc2OC)c2cnn(C)c2n1	1%
O=C(Nc1ccccc1)c1nc[nH]c1C(=O)O	-6%
COc1ccc(-c2nc3c(c4nnc(SC(C)C(=O)Nc5ccc(C)cc5)n24)COC(C)(C)C3)cc1 (stereo unspecified)	1%
COC(=O)CS(=O)(=O)c1ccsc1C(=O)Nc1ccc(F)c(F)c1	-10%
CCOC(=O)C1CCN(C(=O)c2cccc(S(=O)(=O)N(C)C3CCCCC3)c2)CC1	-1%
N#Cc1ccccc1CN1C(=O)c2ccccc2Sc2ccc(C(=O)OCc3ccco3)cc21	-8%
Cc1nc2ccc(NC(=O)CS(=O)(=O)c3ccccc3)cc2s1	1%
CCN(CC(=O)NCc1ccc(Cl)cc1)C(=O)c1cccc(S(=O)(=O)Nc2ccc(OC)cc2)c1	9%
COC(=O)c1sccc1S(=O)(=O)N1CCN(c2ccccc2OC)CC1	14%
CC(=O)Nc1ccc(NC(=O)C(C)Sc2n[nH]c(=O)n2Cc2ccccc2)cc1 (stereo unspecified)	5%
COc1ccccc1OCCC(=O)N1CCN(c2ccccc2OC)CC1	11%
Further structures follow.
SMILES	aSyn yeast rescue
Cc1csc2ncnc(NNC(=O)c3ccc(Cl)cc3)c12	-1%
Cc1ccc(N2C(=O)CSC23C(=O)N(CC(=O)NCCc2ccccc2)c2ccccc23)cc1C (stereo unspecified)	8%
CCOc1ccc2nc(N3CCC(C(=O)Nc4c(C)cccc4C)CC3)sc2c1	3%
CCc1c(C)sc2c1CCN(C(=O)Nc1cc(C)ccc1C)C2c1ccc(OC)cc1 (stereo unspecified)	6%
O=C(NNS(=O)(=O)c1ccccc1[N+](=O)[O-])c1cc2ccccc2cc1O	9%
O[C@H]1C[C@H](c2ccccc2)N(Cc2cccs2)C[C@@H]1n1cc(C2CC2)nn1	4%
CCN(C1CCCCC1)S(=O)(=O)c1cn(C)c(=O)n(C)c1=O	-1%
Cc1ccc(S(=O)(=O)/C(=C\N(C)C)c2cnc(Cl)s2)cc1	-3%
COc1cc(Cl)c(NS(=O)(=O)c2cc3[nH]c(=O)c(=O)[nH]c3cc2C)c(OC)c1	-4%
Cc1ccc(S(=O)(=O)c2c(Nc3ccccc3)sc(C(=O)c3ccc4c(c3)OCO4)c2N)cc1	2%
CC(C(=O)Nc1ccccc1C#N)N1C(=O)NC2(CCCCCC2)C1=O (stereo unspecified)	-6%
CCn1c(=O)c(=O)n(CC)c2cc(N3CCCCC3)c(NC(=O)c3cccc(F)c3)cc21	-4%

An excerpt from above in order of heavy-atom count, falling:
SMILES	aSyn yeast rescue
CCn1c(=O)c(=O)n(CC)c2cc(N3CCCCC3)c(NC(=O)c3cccc(F)c3)cc21	-4%
CC(C(=O)Nc1ccccc1C#N)N1C(=O)NC2(CCCCCC2)C1=O (stereo unspecified)	-6%
CCN(C1CCCCC1)S(=O)(=O)c1cn(C)c(=O)n(C)c1=O	-1%

Remaining list, next part.
SMILES	aSyn yeast rescue
CCOc1ccc(S(=O)(=O)c2cc3cccc(OCC)c3oc2=O)cc1	-2%
Cc1oc2c(c(C)cc3oc(=O)c(CC(=O)NCCc4ccccc4F)c(C)c32)c1C	4%
CCCN(CCC)CCCNC(=O)C1CCC(CNS(=O)(=O)c2ccc(NC(C)=O)cc2)CC1 (stereo unspecified)	1%
Cc1nc(-n2nc(C)c(Cc3ccc(Cl)cc3)c2C)sc1C(=O)N1CCC(C)CC1	4%
Cc1ccc(OCC(=O)Nc2nnc(SCc3cc(=O)c4ccccc4[nH]3)s2)cc1C	-2%
Cc1ccc(C(=O)N2CCCC(c3ccccc3)=N2)cc1	-2%
CCN(CC)C(=O)c1sc2c(c1C)c(=O)n(CCc1ccccc1)c(=O)n2Cc1cccc(Cl)c1	5%
Cc1[nH]c2ccc(OCc3ccccc3)cc2c1CCN1C(=O)OC(C)(C)C1(C)O (stereo unspecified)	-1%
CCN(CC)S(=O)(=O)c1ccc(/C=C/C(=O)OCC(=O)Nc2ccc(C(N)=O)cc2)cc1	2%
COC(=O)c1cc2oc3ccccc3c2n1Cc1c(C)cc(C)cc1C	-14%
O=C(CSc1n[nH]c(=O)n1CCc1ccccc1)NC1CCCC1	2%
CC(=O)Nc1ccc(NC(=O)c2cc(-n3cnnc3)ccc2Cl)cc1	3%
O=C(Cn1cnc(S(=O)(=O)N2CCCC2)c1)Nc1cccc(Br)c1	-4%
CCn1c(SCC(=O)NC2CC2)nnc1-c1ccccc1	4%
CC(=O)N1N=C(c2ccc3ccccc3c2)OC12CCCC2	-8%
Nc1nn(-c2ccccc2)c(N)c1N=Nc1ccc2c(c1)OCO2	-13%

Part of the list above, set out differently:
canonical_smiles,aSyn yeast rescue
CCCN(CCC)CCCNC(=O)C1CCC(CNS(=O)(=O)c2ccc(NC(C)=O)cc2)CC1 (stereo unspecified),1%
COc1ccc(C(=O)N2CCN(c3nc(C4CC4)nc4sc(C)c(C)c34)CC2)cc1,-17%
COc1ccccc1N1CCN(c2ccc(-c3nc(-c4ccccc4)no3)cc2[N+](=O)[O-])CC1,-6%
